# LMPTP block – blocks human LMPTP phosphatase; inhibition, % at 20 µM; hit rate 0.22% among 360,000; P24666; recombinant LMPTP-A, OMFP fluorogenic substrate, fluorescence intensity; AID 651560;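 active means compounds that cut the enzyme signal by at least half of the control window in the single-dose screen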;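 further: plate controls were DMSO wells with enzyme plus substrate for no effect and substrate without enzyme for full effect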
# Target sequence (P24666 whole entry, looked up): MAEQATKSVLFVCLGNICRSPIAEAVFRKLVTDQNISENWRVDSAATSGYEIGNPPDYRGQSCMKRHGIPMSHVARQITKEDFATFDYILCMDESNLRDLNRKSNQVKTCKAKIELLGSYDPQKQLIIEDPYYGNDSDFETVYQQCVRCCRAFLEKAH
#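 test system = LMPTP-A | amount = 0.625 nM LMPTP-A final | reagent = fluorogenic phosphatase substrate OMFP at 400 µM final | incubation = 50 min at room temperature | benchmarks = no-enzyme low control, uninhibited high control | medium = Bis-Tris pH 6.0, DTT, detergent | signal = fluorescence intensity of OMFP turnover product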
# Rpn11 inh – blocks the human proteasome subunit Rpn11 | hit rate 0.59% among 360,000 | AID 588493 | calls only at 20 µM | O00487 | human 26S proteasome, Ub4-pepOG fluorescence polarization; 20S core pre-blocked with epoxomicin;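 active means inhibition at 20 µM, scaled to each plate's controls, above about 33%, limit read from the data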
# Target sequence (O00487 whole entry, looked up): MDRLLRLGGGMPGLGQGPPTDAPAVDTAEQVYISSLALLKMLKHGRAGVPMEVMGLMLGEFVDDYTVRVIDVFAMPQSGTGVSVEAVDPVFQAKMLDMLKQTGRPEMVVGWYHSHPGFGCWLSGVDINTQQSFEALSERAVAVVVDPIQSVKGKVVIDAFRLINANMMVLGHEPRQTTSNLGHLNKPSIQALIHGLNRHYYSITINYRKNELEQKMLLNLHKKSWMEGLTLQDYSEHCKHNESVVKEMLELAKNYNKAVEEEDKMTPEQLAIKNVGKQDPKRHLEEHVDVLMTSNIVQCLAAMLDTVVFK
# SUMO1-SIM PPI – modulators of human SUMO1-mediated protein-protein interactions; hit rate 0.33% among 360,000; AID 602429; inhibition, % at 20 µM; SUMO1 binding to a labelled peptide, TR-FRET, 1 h; P63165; in the data active means inhibition above about 37%
# Target sequence (P63165 whole entry, looked up): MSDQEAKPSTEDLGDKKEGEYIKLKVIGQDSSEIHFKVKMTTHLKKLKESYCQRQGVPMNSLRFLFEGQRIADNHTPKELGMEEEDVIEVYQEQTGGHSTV
# Scp-1 inhibitor – blocks human Scp-1 phosphatase activity. Q9GZU7. Recombinant Scp1, phosphopeptide, malachite green phosphate absorbance. inhibition, % at 20 µM. hit rate 0.88% among 340,000. AID 493091;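 active means inhibition above about 50% at 20 µM, limit read from the data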;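 further: plate controls were DMSO wells with enzyme for no effect and wells lacking enzyme for full effect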
# Target sequence (Q9GZU7 76-261 limits assumed): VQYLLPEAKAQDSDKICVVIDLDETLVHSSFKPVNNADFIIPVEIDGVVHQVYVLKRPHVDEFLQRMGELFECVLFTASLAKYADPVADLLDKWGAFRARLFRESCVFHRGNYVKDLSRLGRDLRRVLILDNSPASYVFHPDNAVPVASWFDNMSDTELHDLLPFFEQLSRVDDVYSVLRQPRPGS
#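 Material – SCP-1 phosphatase catalytic domain, residues 76-261 · Buffer or medium – Acidic Tris acetate buffer with magnesium and detergent · Also added – Phospho 17-mer peptide substrate · Compound – single 20 µM dose, 1% DMSO · Times – 45 min room-temperature reaction, 5 min colour, 30 min stabiliser · Technique – Phosphate-binding colour reagent, absorbance read at 630 nm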
# SKN-1 block – inhibitors of C. elegans SKN-1; C. elegans VP596 Pgst-4::GFP/RFP ratio, acrylamide-induced, 24 h; inhibition, % at 21.8 µM; hit rate 0.49% among 360,000; AID 624304;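 active means interference check ratio from 0.5 to 1.5 plus GFP to RFP signal ratio inhibition reaching or exceeding a fixed threshold, cut at about 30% in these data, passing the limit was not always enough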; further: some compounds called inactive have numbers as strong as hits
# NRP1-CendR mod – alters CendR peptide binding to human NRP-1 | O14786 | FAM-RPARPAR peptide binding to NRP-1, fluorescence polarization | inhibition, % at 25 µM | hit rate 0.85% among 360,000 | AID 602438;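 active means inhibition or corrected inhibition above about 18%, plus a signal ratio from 0.5 to 1.5, limit read from the data, passing the limit was not always enough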; further: strong numbers were not always called active
# STEP block – STEP (human) phosphatase inhibition; P54829; recombinant STEP, OMFP fluorogenic substrate, fluorescence; inhibition, % at 20 µM; hit rate 0.25% among 360,000;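 active means inhibition at 20 µM, scaled per plate between control wells, above about 37%, limit read from the data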;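 further: 0% = DMSO with enzyme and substrate and 100% = substrate only without enzyme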
#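 System: STEP (striatal-enriched tyrosine phosphatase) enzyme, cell-free; medium: Bis-Tris pH 6.0 buffer with DTT, detergent; dosing: 20 µM, 1% DMSO; times: reaction 20 min, ambient temperature; detection: fluorescence, 480/540 nm; read-out basis: normalized % inhibition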
# DNMT1 inh – blocks human DNA methyltransferase DNMT1. P26358. DNMT1 molecular beacon, Hinp1I cleavage, fluorescence. inhibition (reported as % activation of signal), % at 10 µM. hit rate 0.83% among 360,000; in the data active means inhibition above about 50%
# MT1-MMP act inh – MT1-MMP (human) activation inhibition | HT1080 RFP-PRO-GFP cells, GFP/RFP ratio fluorescence, overnight; percent of plate control window, DMSO zero | hit rate 0.061% among 360,000 | GFP/RFP ratio change, % at 20 µM | P50281 | AID 651647;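 active means GFP/RFP ratio change of at least 30% with cell ATP level not reduced by more than half and red fluorescence within 50% of control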; further: strong numbers were not always called active
#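 Assay system: HT1080 RFP-PRO-GFP cells | Dosing: 20 µM single dose, 1% DMSO | Incubation: Cells overnight before dosing, compound overnight, 37 °C, 5% CO2 | Evaluation: GFP/RFP fluorescence ratio | Control set: DMSO-only wells and HT1080 RFP-L50D-GFP cell wells as references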
# NadD block – NadD (S. aureus) enzyme inhibition; purified NadD enzyme, colorimetric absorbance read-out; inhibition, % at 20 µM; hit rate 0.78% among 360,000; AID 602399; in the data active means inhibition above about 26%; further: some compounds past the cut are filed as inactive
# Starred values were filed as active, the others as inactive; i = inactive; / = not tested or not shown; + = active, no number.
# Second line of a record – LMPTP block	Rpn11 inh	SUMO1-SIM PPI	Scp-1 inhibitor	SKN-1 block	NRP1-CendR mod	STEP block	DNMT1 inh	MT1-MMP act inh	NadD block
> CCOC(=O)NC(=S)Nc1ccc(C(C)(C)C)cc1
→ 1.2	i	3	-1	8	-1	7	1	1	0
> CCC(=O)N1CCc2cc(S(=O)(=O)N3CCN(c4ccccn4)CC3)ccc21
→ -1.1	i	-1	-1	-11	3	-2	-5	4	1
> COc1cc(CNCCN2CCOCC2)ccc1OCc1cccc(Cl)c1
→ -0.7	i	1	1	-4	15	-4	2	0	1
> Oc1c(Cl)cc(Cl)cc1C1Nc2ccccc2-n2cccc21 (stereo not drawn)
→ -1.3	i	4	-4	4	-4	1	14	-5	-1
> CCCCNC(=O)c1ccc(C)c(NC(=O)C2=C(C)OCCS2)c1
→ 0.2	i	3	-7	2	12	0	3	0	-1
> COCCCNC(=O)Cn1cc2c(n1)CCCCC2
→ 0.6	i	3	-4	4	3	-1	2	-7	5
> O=C(COC(=O)c1cc(S(=O)(=O)N2CCOCC2)ccc1O)NCc1ccc2c(c1)OCO2
→ -0.9	i	3	-9	10	1	1	0	-3	5
> Cc1[nH]c2c(Cl)cccc2c(=O)c1CN1CCCCCC1
→ 4.8	i	-2	-7	-16	3	1	-2	0	0
> CCc1cccc(CC)c1NC(=O)CN1CC(C)SC1=NC1CCCCC1 (stereo not drawn)
→ -1.9	+	0	-5	-8	10	1	-4	-1	-3
> CS(=O)(=O)c1nc(S(=O)(=O)c2ccc(Cl)cc2)c(NCCN2CCOCC2)s1
→ -1.6	i	3	-6	-14	8	-2	3	0	-8
> COCCn1c(=N)c(S(=O)(=O)c2ccc(Br)cc2)cc2c(=O)n3ccccc3nc21
→ 4.4	i	-21	5	12	11	-1	-1	-7	15
> COCCCC1CCN(C(=O)C2CCC(=O)N(C3CCCC3)C2)CC1 (stereo not drawn)
→ -1.7	i	0	0	0	4	1	0	-1	-4
> Brc1ccc(-c2cnc3n2CCCC3)cc1
→ 0.5	i	-2	4	-10	1	-9	-2	-4	-5
> COc1ccc(S(=O)(=O)N2CCC(C(=O)NCCc3ccc(OC)c(OC)c3)CC2)cc1
→ -1.3	i	-2	/	7	-11	-1	2	6	-3
> O=C(CN1CCNCC1)NCCSc1ccc(Cl)cc1
→ -7.4	i	3	2	8	0	1	1	4	3
> Cc1oc(-c2ccc(Cl)cc2)nc1CN1CCCC(C(=O)NCc2ccco2)C1 (stereo not drawn)
→ 0.4	i	4	0	5	-4	13	-2	8	-2
> O=C(CN1CCN(C(=O)C2CC2)CC1)Nc1ccc(Cl)cc1F
→ -1.0	i	-3	-7	15	6	0	2	4	1
> CCCCN1CCCCC1C(=O)Nc1c(C)cc(C)cc1C (stereo not drawn)
→ -0.6	i	0	21	-30	13	-7	3	-4	0
> CCn1cc(C(=O)N2CCN(c3ccccn3)CC2)c(=O)c2cc(S(=O)(=O)N(C)C3CCCCC3)ccc21
→ 0.9	i	-1	2	-9	-9	2	1	1	16
> CC(C)OC(=O)c1nnc(Cc2ccc(Cl)cc2)o1
→ 0.2	i	8	-12	-3	-6	3	-2	8	0

# Reformatted: entries from further up.
SMILES	LMPTP block	Rpn11 inh	SUMO1-SIM PPI	Scp-1 inhibitor	SKN-1 block	NRP1-CendR mod	STEP block	DNMT1 inh	MT1-MMP act inh	NadD block
CS(=O)(=O)c1nc(S(=O)(=O)c2ccc(Cl)cc2)c(NCCN2CCOCC2)s1	-1.6	i	3	-6	-14	8	-2	3	0	-8
COCCn1c(=N)c(S(=O)(=O)c2ccc(Br)cc2)cc2c(=O)n3ccccc3nc21	4.4	i	-21	5	12	11	-1	-1	-7	15
COCCCC1CCN(C(=O)C2CCC(=O)N(C3CCCC3)C2)CC1 (stereo not drawn)	-1.7	i	0	0	0	4	1	0	-1	-4
Brc1ccc(-c2cnc3n2CCCC3)cc1	0.5	i	-2	4	-10	1	-9	-2	-4	-5
COc1ccc(S(=O)(=O)N2CCC(C(=O)NCCc3ccc(OC)c(OC)c3)CC2)cc1	-1.3	i	-2	/	7	-11	-1	2	6	-3
O=C(CN1CCNCC1)NCCSc1ccc(Cl)cc1	-7.4	i	3	2	8	0	1	1	4	3

# More results follow.
# Second line of a record – LMPTP block	Rpn11 inh	SUMO1-SIM PPI	Scp-1 inhibitor	SKN-1 block	NRP1-CendR mod	STEP block	DNMT1 inh	MT1-MMP act inh	NadD block
> CN(C)c1ccc(/C=C2\c3ccccc3C(=O)N2c2ccccc2)cn1
→ 5.5	/	-16	/	18	-71	0	-14	-11	5
> O=C(N/N=C/C(Br)=C/c1ccccc1)c1cc(-c2ccco2)[nH]n1
→ 22	i	3	4	9	-41	0	32	11	28
> COc1ccccc1NS(=O)(=O)c1ccc(NN=C2CCCC2)c([N+](=O)[O-])c1
→ 1.4	i	-21	-4	6	0	-2	-5	2	-1
> O=C(c1ccccc1)c1ccccc1C(=O)N1CCN(C(=O)c2ccccc2)CC1
→ -0.3	i	3	-10	5	6	4	1	2	-2
> COc1ccc(S(=O)(=O)Nc2c(C(=O)O)[nH]c3ccccc23)cc1OC
→ -1.1	i	-7	32	1	-13	-3	-5	1	-3
> O=C(CSc1ccc(Cl)cc1)Nc1ccc(N2CCN(C(=O)c3ccc(Cl)cc3)CC2)cc1
→ 2.1	i	2	5	5	0	-1	4	5	15
> Cc1nc2nc(CNC(=O)OC(C)(C)C)nn2c(C)c1CCC(=O)Nc1ccc2c(c1)OCO2
→ -0.8	i	4	3	18	19	0	-6	0	5
> COC(=O)[C@]1(Cc2ccccc2)N[C@H](CN(C)C(=O)C2CCCCC2)[C@@H]2C(=O)N(C)C(=O)[C@@H]21
→ -0.6	i	2	-8	-24	-10	-4	5	1	1
> S=c1[nH]nc(COc2ccccc2)n1C1CCCCC1
→ 0.2	i	4	-14	18	7	1	2	-2	11
> O=C(NNC(=S)NC(=O)c1cccs1)c1ccc(NC(=O)c2ccccc2)cc1
→ -1.3	i	12	-13	19	0	0	5	-5	32*
> CCOC(=O)c1ccc(N2Cc3ccccc3C2=N)cc1
→ -3.0	i	-2	0	10	3	-2	1	-11	-2
> COCC1CCCCN1C(=O)C1CCN(c2nc(-c3ccccc3)nc3c2CCC3)CC1 (stereo not drawn)
→ 5.3	i	4	-1	-7	10	-2	-2	-6	7
> Cc1ccc(-c2nnc(SCC(=O)Nc3ccc(N4CCOCC4)cc3)o2)cc1
→ -0.6	i	1	4	7	-1	-4	5	1	5
> O=C(NCCc1ccccc1)c1c(O)c2cccc3c2n(c1=O)CC3
→ 1.8	i	1	-20	-15	-8	0	1	3	-5
> CCn1c(Cl)c(C=O)s/c1=N\S(=O)(=O)c1ccccc1
→ 3.1	i	-19	-1	-1	-12	-1	1	19	-2
> CC(=O)Nc1ccc2nc(NS(=O)(=O)c3ccc(C)cc3)sc2c1
→ -0.6	i	10	-6	13	7	2	-16	2	1
> COC(=O)CCc1nc2ccccc2nc1OC
→ -0.9	i	-1	-3	-11	15	2	0	3	3
> O=C(NC1CCCCC1)C1c2ccccc2OCC(=O)N1Cc1cccnc1 (stereo not drawn)
→ -1.2	/	5	/	-3	-4	/	/	2	-1
> O=C(NCc1ccccn1)C1CCCCC1
→ -0.6	i	4	-8	8	2	-1	0	-1	-5
> Cc1c(CCC(=O)O)c(=O)oc2cc3occ(-c4ccc(Br)cc4)c3cc12
→ 23	i	30	0	-5	-57	3	3	0	4

# Record cards (already shown). Order of values: LMPTP block, Rpn11 inh, SUMO1-SIM PPI, Scp-1 inhibitor, SKN-1 block, NRP1-CendR mod, STEP block, DNMT1 inh, MT1-MMP act inh, NadD block
# Record of CCOC(=O)c1ccc(N2Cc3ccccc3C2=N)cc1 → -3.0, i, -2, 0, 10, 3, -2, 1, -11, -2
# Record of COCC1CCCCN1C(=O)C1CCN(c2nc(-c3ccccc3)nc3c2CCC3)CC1 (stereo not drawn) → 5.3, i, 4, -1, -7, 10, -2, -2, -6, 7

# (next part)
# Second line of a record – LMPTP block	Rpn11 inh	SUMO1-SIM PPI	Scp-1 inhibitor	SKN-1 block	NRP1-CendR mod	STEP block	DNMT1 inh	MT1-MMP act inh	NadD block
> CCOc1ccc2nc(NCCNC(=S)NCCCN(C)C)c(C#N)cc2c1
→ -2.6	i	-14	7	-4	-2	-1	3	-3	-1
> CCO[C@@H]1OC(C(=O)N2CCN(Cc3ccc4c(c3)OCO4)CC2)=C[C@H](C2CC2)[C@H]1CCCO
→ -1.6	i	1	-8	15	-1	-2	0	0	-8
> COc1cc(NC(=O)Cc2nn(C)c(=O)c3ccccc23)cc(OC)c1OC
→ 0.4	i	-3	0	1	12	1	5	6	1
> COC(=O)Cc1ccc2c3ccccc3n(C)c2c1
→ 0.5	i	-1	-9	16	0	-2	0	3	-4
